KCNQ1 pot – human KCNQ1 channel potentiation or activation; B-score at 10 µM; CHO-K1 KCNQ1, thallium flux FluxOR fluorescence; hits give high values; P51787; AID 2648; hit rate 0.35% among 310,000;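 active = fluorescence ratio B-score, a plate-corrected score, at least three library SD, with initial intensity B-score within 5 SD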
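assay system = CHO-K1 cells stably expressing KCNQ1 | medium = assay buffer, equal DMSO in all wells | timing = 37 °C overnight plating, 90-min dark dye load, 20-min compound pretreatment | measured by = kinetic FluxOR thallium fluorescence, 10-s 1-Hz baseline, 110-s post-stimulus read | measure = fluorescence change relative to baseline, converted to B score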
TRPC4 potent – allosterically enhances the mouse TRPC4 cation channel | Q9QUQ5 | HEK293 TRPC4beta/mu-opioid, DAMGO EC20, Fluo-4 Ca2+ flux; hits give high values | B-score at 10 µM | hit rate 0.42% among 310,000 | AID 2227;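 active = B-score of calcium response area above 5 SD of library B-scores, with initial fluorescence ratio within 5 SD of library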;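 also: B-score of integrated fluorescence ratio over time as area under calcium response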
Target sequence (Q9QUQ5 whole entry, looked up): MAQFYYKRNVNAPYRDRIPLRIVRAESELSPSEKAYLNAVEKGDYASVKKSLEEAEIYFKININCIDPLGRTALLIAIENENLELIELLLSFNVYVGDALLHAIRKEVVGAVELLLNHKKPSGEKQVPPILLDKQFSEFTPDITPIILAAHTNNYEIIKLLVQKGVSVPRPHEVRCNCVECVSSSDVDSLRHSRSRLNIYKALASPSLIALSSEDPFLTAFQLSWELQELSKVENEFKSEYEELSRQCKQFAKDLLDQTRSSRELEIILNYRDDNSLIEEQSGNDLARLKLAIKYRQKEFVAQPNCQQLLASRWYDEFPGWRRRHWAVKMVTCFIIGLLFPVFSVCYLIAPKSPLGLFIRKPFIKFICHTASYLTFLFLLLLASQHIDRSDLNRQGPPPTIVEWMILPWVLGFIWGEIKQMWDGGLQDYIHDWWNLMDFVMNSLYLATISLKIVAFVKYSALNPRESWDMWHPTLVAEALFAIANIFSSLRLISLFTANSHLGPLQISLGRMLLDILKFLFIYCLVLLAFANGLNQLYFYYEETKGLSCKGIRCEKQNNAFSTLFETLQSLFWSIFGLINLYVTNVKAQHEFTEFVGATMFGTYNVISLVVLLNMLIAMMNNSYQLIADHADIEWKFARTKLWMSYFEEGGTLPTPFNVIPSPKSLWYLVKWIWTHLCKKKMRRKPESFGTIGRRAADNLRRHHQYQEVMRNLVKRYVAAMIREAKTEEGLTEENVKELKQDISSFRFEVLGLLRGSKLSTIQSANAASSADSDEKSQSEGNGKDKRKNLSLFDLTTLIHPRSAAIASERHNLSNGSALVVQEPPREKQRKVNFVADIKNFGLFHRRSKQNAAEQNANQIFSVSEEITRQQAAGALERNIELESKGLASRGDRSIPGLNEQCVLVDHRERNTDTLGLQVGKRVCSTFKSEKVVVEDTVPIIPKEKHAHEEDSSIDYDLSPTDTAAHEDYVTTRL
KCNQ1 inh – blocks the human KCNQ1 potassium channel; P51787; CHO-K1 KCNQ1, FluxOR thallium flux fluorescence; hits give high values; B-score at 10 µM; hit rate 1.3% among 310,000; AID 2642;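 active = compounds whose thallium flux B-score, printed positive for inhibition, exceeds three library SD while starting fluorescence stays within three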;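 also: channel opened by potassium depolarization with thallium stimulus after 20 min compound exposure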
KCNK9 block – blocks the human KCNK9 two-pore domain potassium channel | AID 488922 | hit rate 1.2% among 310,000 | B-score at 10 µM | HEK293 KCNK9, FluxOR thallium flux fluorescence; hits give low values | Q9NPC2;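 active = ratio B-score over 3 SD below the library mean, with starting fluorescence within 5 SD of its mean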;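 also: negative B-score means less thallium flux so channel inhibition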
HDAC3 inhib – human HDAC3 inhibition | O15379 | recombinant HDAC3, fluorogenic peptide/trypsin coupled, fluorescence | inhibition, % at 8.3 µM | hit rate 0.15% among 320,000 | AID 2718; in the data active = inhibition above about 26%, passing the limit was not always enough; inconclusive = no clear call, values can overlap the other calls
Dyrk1A ADPGlo – blocks rat Dyrk1A kinase activity | Q63470 | ADP-Glo luminescence, NFATc1 peptide | inhibition, % at 12.5 µM | hit rate 0.43% among 310,000 | AID 504441; in the data active = inhibition above about 50%;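 also: plate controls were vehicle with enzyme for no effect and no enzyme for full effect; many of its hits are not listed in these tables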
ANO1 activ – mouse TMEM16A channel activation, primary screen. hit rate 0.3% among 340,000. Q8BHY3. B-score at 10 µM. HEK293 TMEM16A/YFP-H148Q/I152L, iodide quench fluorescence; hits give low values. AID 623877;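 active = fluorescence-ratio B-score plate-corrected deviation score at least 3 library SD below zero, with starting fluorescence score within 5 deviations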;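 also: channel opened by trigger with iodide after compound preincubation; score built on the fluorescence ratio of max minus min over baseline; more negative score means more quench and so TMEM16A activation or potentiation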
hERG rescue – shields human hERG channel from block by proarrhythmic agents; Q12809; activation (rescue from dofetilide block), less the hit threshold, % at 10 µM; CHO-hERG, FluxOR thallium flux, dofetilide IC70 present; hit rate 0.51% among 310,000;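 active = activation above the mean of controls blocked by dofetilide plus 5 SD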;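 also: thallium influx through hERG after potassium depolarization seen as dye fluorescence rise; in these data hits start at about 4.7%; inactives centre near -7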
TRPC4 act – activators of mouse TRPC4 channel; Q9QUQ5; HEK293 TRPC4beta/mu-opioid, Fluo4 calcium fluorescence; hits give high values; hit rate 0.49% among 310,000; B-score at 10 µM;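 active = B-score above 5 SD of library B-scores, and initial fluorescence ratio not above library mean plus 5 SD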;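 also: positive B-score marks a calcium rise read as TRPC4 activation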
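Test system: HEK293 cells stably co-expressing mouse TRPC4beta and mu-opioid receptor | Schedule: Fluo4 dye loading 45 min at room temperature, 110 s recording | Measured by: Kinetic Fluo4 calcium fluorescence, 5 s baseline at 1 Hz | Evaluation: B score of integrated ratio | Controls: Buffer (low) and maximal DAMGO (high)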
KCNK3 inh – human KCNK3 channel inhibition, primary screen; O14649; CHO-KCNK3 thallium flux, FluxOR fluorescence; hits give low values; B-score at 10 µM; hit rate 0.84% among 340,000; AID 602410;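 active = B-score under library mean minus 4 SD, starting fluorescence ratio at most library mean plus 5 SD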;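 also: more negative B-score means stronger inhibition of thallium flux through KCNK3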
ANO1 block – inhibitors of mouse TMEM16A calcium-activated chloride channel; AID 588511; normalized B-score (activity score, 25-100; higher = stronger inhibition) at 10 µM; hit rate 1.2% among 310,000; Q8BHY3; HEK293 TMEM16A/YFP iodide influx fluorescence, ionomycin;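 active = ratio plate-corrected score three or more library SD toward inhibition, starting fluorescence score within five deviations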;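 also: score derived from kinetic fluorescence span divided by baseline fluorescence per well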
The depositor's hits bear a star; i = inactive; ? = inconclusive; . = no result given. A portion of the library; rates above refer to the full screens.

SMILES	KCNQ1 pot	TRPC4 potent	KCNQ1 inh	KCNK9 block	HDAC3 inhib	Dyrk1A ADPGlo	ANO1 activ	hERG rescue	TRPC4 act	KCNK3 inh	ANO1 block
CCOC(=O)CC1CCCCN1C(=O)CCCn1nnnc1CN1CCC(C)CC1 (configuration not stated)	i	i	i	i	1	-9	i	-11	i	i	i
C/C(=N\Nc1ccc(C(=O)O)cc1)c1nc2ccccc2n1C	i	i	i	i	1	.	.	-14	i	.	i
OC(COc1c(Cl)cc(Cl)cc1Cl)CN1CCCCC1 (configuration not stated)	i	i	i	i	-8	-4	i	-5	i	i	i
C=CCOc1ccccc1CN1CCC(CO)(CCOc2ccccc2)CC1	i	i	i	i	5	9	i	-14	i	i	i
COCCN1CCN(Cc2cn(C)nc2-c2cccc(Cl)c2)CC1	i	i	i	i	3	2	i	-6	i	i	i
CCc1ccc(C2CC(c3ccco3)=NN2S(C)(=O)=O)cc1 (configuration not stated)	i	i	i	i	-12	1	i	-6	i	i	i
O=C(Nc1ccc2c(c1)C(=O)N(C1CCCCC1)C2=O)C1CCCO1 (configuration not stated)	i	i	i	i	-16	-5	i	-6	i	i	i
Cc1ccc(CNC(=O)C(=O)NCCC2CCCCN2S(=O)(=O)c2cccs2)cc1 (configuration not stated)	i	i	i	i	.	0	i	-17	i	i	i
Cc1cnc(NC(=O)CSc2ncn(-c3ccccc3)n2)s1	i	i	i	i	6	19	i	-8	i	i	i
O=C(O)C1CCCCC1C(=O)OCCCCOC(=O)C1CCCCC1C(=O)O (configuration not stated)	i	i	i	i	1	-8	i	-23	i	i	i
O=C1c2ccccc2S(=O)(=O)c2cc(N3CCC(C(=O)N4CCCCC4)CC3)ccc21	i	i	i	i	8	.	.	-16	i	.	i
COc1cccc(NC(=O)CC(=O)c2ccc([N+](=O)[O-])cc2)c1	i	i	i	i	2	-5	i	-4	i	i	i
COc1ccccc1OCc1ccc(C(=O)N2N=C(C(F)F)CC2(O)C(F)F)o1 (configuration not stated)	i	i	i	i	?	3	i	-2	i	i	i
COc1cccc(-n2nc(C(C)=O)c(C#N)c2-c2ccco2)c1	i	i	i	i	-3	4	i	-5	i	i	i
CN1CCN(C(=O)c2ccc3c(c2)N(Cc2ccccc2F)C(=O)c2ccccc2S3=O)CC1 (configuration not stated)	i	i	i	i	.	-1	i	-2	i	i	i
CSCCC(=O)N1CCCC(N2CCN(c3cccc(C(F)(F)F)c3)CC2)C1 (configuration not stated)	i	i	i	i	7	-5	i	-8	i	i	i
O=C(Nc1ccccc1)c1ccc(Br)c(S(=O)(=O)Nc2ccccn2)c1	i	i	i	i	?	1	i	-6	i	i	i
COc1ccc(C)cc1NS(=O)(=O)c1ccc2c(c1)oc(=O)n2C	i	i	i	i	-1	1	i	-2	i	i	i
Cc1ccc(NC(=O)c2cc(-c3cccs3)on2)cc1	i	i	i	i	-7	-1	i	-5	i	i	i
CCn1c(SCC(=O)c2cccs2)nnc1-c1ccco1	i	i	i	i	4	4	.	-5	i	i	i

The final 2 compounds of the part before come first, to join the parts.
SMILES	KCNQ1 pot	TRPC4 potent	KCNQ1 inh	KCNK9 block	HDAC3 inhib	Dyrk1A ADPGlo	ANO1 activ	hERG rescue	TRPC4 act	KCNK3 inh	ANO1 block
Cc1ccc(NC(=O)c2cc(-c3cccs3)on2)cc1	i	i	i	i	-7	-1	i	-5	i	i	i
CCn1c(SCC(=O)c2cccs2)nnc1-c1ccco1	i	i	i	i	4	4	.	-5	i	i	i
O=C(O)/C=C/C(O)c1ccc(Cl)cc1 (configuration not stated)	.	.	.	.	1	3	i	.	.	i	i
COCCCNC(=S)NC1CC2CCCC(C1)N2Cc1ccco1 (configuration not stated)	i	i	i	i	-2	8	i	-7	i	i	i
CCC(C(=O)NC1CCCC1)N(Cc1ccco1)C(=O)CNS(=O)(=O)c1ccccc1 (configuration not stated)	i	i	i	i	-2	0	i	-7	i	i	i
COc1nnc(OC)c2ccccc12	i	i	i	i	-2	-8	i	-2	i	i	i
O=C(C1CCC(=O)N1Cc1cccnc1)N1CCN(c2ccc(F)cc2)CC1 (configuration not stated)	i	i	i	i	8	1	i	-7	i	i	i
COc1cccc(Cn2c(=S)[nH]c3ccc(N4CCOCC4)cc3c2=O)c1	i	i	i	i	3	-3	i	-9	i	i	i
CS(=O)(=O)N(CC(N)=O)c1cccc(Br)c1	i	i	i	i	9	-6	i	-4	i	i	i
CCC(=O)Nc1ccc(NC(=S)NC(=O)c2oc3ccccc3c2C)cc1	i	i	i	i	6	7	i	-7	i	i	i
CCCS(=O)(=O)NCCc1cc2c(OC)ccc(OC)c2[nH]c1=O	i	i	i	i	-1	-12	i	-8	i	i	i
CCN(CC)S(=O)(=O)c1cccc(-c2nnc(SCC(=O)c3cc(C)n(C)c3C)o2)c1	i	i	i	i	5	1	i	1	i	i	i
COc1cccc(OC)c1OCCCCN1CCCC1	i	i	i	i	-10	6	i	-1	i	i	i
CCOc1c(Cl)cc(CNc2ccc(S(N)(=O)=O)cc2)cc1OC	i	i	i	i	5	0	i	-3	i	i	i
NC(=O)CC(NC(=O)Cc1ccc(Cl)cc1)c1ccc(NC2CC3CCC2C3)c([N+](=O)[O-])c1 (configuration not stated)	i	i	i	i	3	4	i	-5	i	i	i
COC(C[C@H]1O[C@H]1[C@H](O)[C@H](C)OCc1ccccc1)OC	i	i	i	i	.	-6	i	-10	i	i	.
O=C(Nc1nc2ccccc2n1CCN1CCCCC1)c1ccco1	i	i	i	i	10	-2	i	-10	i	i	i
CCN1CCN(c2ccc(NC(=O)c3ccc4c(c3)[nH]c(=O)n4Cc3ccc(OC)cc3)cc2)CC1	i	i	i	i	9	-1	i	1	i	i	i
Cc1cc(NC(=O)CCCC(=O)N(CC(=O)NC2CCCCC2)c2ccccc2)no1	i	i	i	i	7	-1	i	-3	i	i	i
CCN1C(=O)c2cccc3c(N)ccc(c23)C1=O	i	i	24*	i	-3	17	i	-42	i	i	i
FC(F)(F)c1cnc(N2CCN(C(=S)NCc3ccccc3)CC2)c(Cl)c1	i	i	i	i	-6	-6	i	-13	i	i	i
Cc1ccccc1Nc1ccc2nonc2c1[N+](=O)[O-]	i	i	i	i	0	1	i	-6	i	i	i
CCOC(=O)c1nnc(-c2ccccc2)nc1NCc1ccc(Cl)cc1	i	i	i	-10*	-3	3	i	-10	i	-9.7*	i
CCCC(=O)Nc1ccc2oc(-c3cncc(Br)c3)nc2c1	i	i	i	i	-9	6	i	-12	i	i	i
Cc1cc(C)c(C(=O)NC2CC(C)(C)Cc3c2cnn3-c2cccc(F)c2)[nH]1 (configuration not stated)	i	i	i	i	.	-4	i	-9	i	i	.
O=[N+]([O-])c1ccc2nc(N3CCCC3)sc2c1	i	i	i	i	3	1	i	-7	i	i	i
CN(C)c1ccc2c3c(ccc(N(C)C)c13)C(=O)OC2	i	i	i	i	2	.	i	-9	i	i	i
CCOC(=O)c1cnc(SCC(=O)Nc2cccc(OC)c2)nc1N	i	i	i	i	9	.	i	-7	i	i	i
Cc1cc(C(=O)Nc2ccc3c(c2)OCO3)no1	i	i	i	i	2	-4	i	-2	i	i	i
Cc1ccccc1-n1nc2c(c1NC(=O)C1CCCC1)CS(=O)(=O)C2	i	i	i	i	1	2	i	-4	i	i	i
COc1ccc(CC(=O)OCC(=O)Nc2c(C)n(C)n(-c3ccccc3)c2=O)cc1	i	i	i	i	6	15	i	-9	i	i	i
COc1ccccc1-c1nnc(NC(=O)CCS(=O)(=O)c2ccccc2)o1	i	i	i	i	2	-1	i	-9	i	i	i
CCNC(=O)CN(c1ccc(Cl)cc1)S(=O)(=O)c1ccccc1	i	i	i	i	-2	2	i	-17	i	i	i
COc1ccc(CN(C)C(=O)c2cccc(C(=O)N(C)Cc3ccc(OC)cc3)c2)cc1	i	i	i	i	-5	-4	i	-4	i	i	i
Cn1ccc(C(=O)Oc2ccc(C(=O)Nc3ccc(F)cc3F)cc2)n1	i	i	i	i	3	4	i	-5	i	i	i
CCn1c(SCC(=O)NC2CCCCC2)nnc1-c1cccnc1	i	i	i	i	-7	3	i	-5	i	i	i
O=C(CSc1nc2c(sc3ccccc32)c(=O)n1Cc1ccco1)NCC1CCCO1 (configuration not stated)	i	i	i	i	-1	-2	i	-3	i	i	i
Cc1cc2cc(CNC(=O)CC(C)C)ccc2n1C	i	i	i	i	3	-4	i	-16	i	i	i
C=CCn1c(=N)c(C(=O)NCCCOC)cc2c(=O)n3cc(C)ccc3nc21	i	i	i	i	-462	4	i	-6	i	i	i
CC(=O)N(C)c1ccc(NC(=O)Cc2cccc3ccccc23)cc1	i	i	i	i	-7	5	i	-9	i	i	i
O=C(CN1C(=O)c2ccccc2C1=O)NNC1=NS(=O)(=O)c2ccccc21	i	i	i	i	21	-2	i	-6	i	i	i
Cc1ccccc1C(=O)NC1CC(C)(C)NC(C)(C)C1	i	i	i	i	3	3	i	-4	i	i	i
Cc1cccc(C)c1-n1c(C)nn(CC2CC2)c1=O	i	i	i	i	0	.	i	-13	i	i	i
N#C/C(=C\c1ccc[nH]1)C(=O)Nc1ccccc1[N+](=O)[O-]	i	i	i	i	.	4	i	-4	i	i	i
c1ccc2c(-n3cccn3)cccc2c1	i	i	i	i	2	-3	i	-3	i	i	i
O=C(COc1cccc(-n2cnnn2)c1)NC1CCCCC1	i	i	i	i	-2	6	i	-6	i	i	i
N#Cc1ccc(CSc2ccccn2)c(Cl)c1	i	i	i	i	2	-6	i	0	i	i	i
Cc1oc(-c2ccc(Cl)cc2)nc1CN1CCC(C(=O)NCc2cccnc2)CC1	i	i	i	i	2	-3	i	-7	i	i	i
CNC(=O)c1c(NC(=O)CCS(=O)(=O)c2ccccc2)sc2c1CCN(C(=O)OC)C2	i	i	i	i	0	2	i	-14	i	i	i
COc1ccc(C(=O)CN2CCN(CCN3C(=O)c4cccc5cccc(c45)C3=O)CC2)cc1	i	15*	i	i	-6	-7	i	-17	i	i	i
COC(=O)c1cc(OC)c(OC)cc1NC(=O)C1CCC(=O)N1S(=O)(=O)c1ccc(C)cc1 (configuration not stated)	i	i	i	i	6	2	i	-6	i	i	i
CCN(CC)C(=O)Cn1c(=O)n(-c2ccc(CC(=O)NCc3ccccc3)cc2)c(=O)c2sccc21	i	i	i	i	-2	-6	i	-7	i	i	i

Screens from PubChem.
